Pin1 inhibitor – inhibitors of human Pin1 | Pin1 FP peptide displacement, HiFluor488, 10 min | Potency, µM (series often up to 115 µM), inactives show at the top dose activity, negative = inhibition, hits mostly inhibitors | AID 504891 | 390,000 compounds, 0.009% hits; active = well fitted inhibition curve with a large enough effect in the polarisation, with a control signal flat, not every such curve was filed as active; inconclusive = small, poorly fitted or top-dose-only effect, or effect the other way, or a change in a side signal; inactive = no such curve, though single readings can be large or run the other way; the % refers to the polarisation; also: potency is read from the fitted curve at half-maximal effect; % is scaled to controls: 0 for no effect and ±100 for the full control effect
Target sequence (Q13526 whole entry, looked up): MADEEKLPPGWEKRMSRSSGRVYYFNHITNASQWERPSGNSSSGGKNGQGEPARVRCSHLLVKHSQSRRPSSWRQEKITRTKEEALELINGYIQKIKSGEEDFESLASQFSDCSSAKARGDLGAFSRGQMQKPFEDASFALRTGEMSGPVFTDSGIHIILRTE
TrxR1 substrate – is turned over as a substrate by rat TrxR1 | O89049 | purified TrxR1 substrate turnover, NADPH consumption readout | Potency, µM (highest dose often 114 µM), for the others: at the top dose activity change, negative = substrate turnover | 390,000 compounds, 0.01% hits | AID 588456; also: potency is read from the fitted curve at half-maximal effect; % is scaled to controls: 0 for no effect and ±100 for the full control effect; nearly all actives have a fitted effect of over 50% in size
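Rat TrxR1, dispensed at 90 nM, was prereduced with 400 uM NADPH (final) for 5 min at ~22 deg C, then incubated with compound 15 min before 400 uM selenite. A first-read NADPH fluorescence drop versus no-compound background flagged substrates.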
PI4K2A inh – PI4K2A (human) kinase inhibition; AID 1346378; activity change, negative = inhibition, % at 76.9 µM; Q9BTU6; 420,000 compounds, 0.13% hits; purified PI4K2A, ADP-Glo luminescence, 1 h; active compounds read low; in the data active = activity change below about -50%; inconclusive = mostly about -30% to -49%;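 also: -100% = wells without enzyme as full effect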
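PI4K2A activity was measured by ADP-Glo luminescence: enzyme (4 ug/mL stock) and phosphatidylinositol (1.2 mM stock) in Tris pH 7.5/MgCl2/EGTA/Triton X-100 buffer were reacted with ATP (300 microM stock) for one hour at ambient temperature.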
GLS inhibitor – blocks human kidney-isoform glutaminase activity; O94925; GLS enzymatic activity, qHTS titration; Potency, µM (doses to about 45.5 µM), without a hit: top-dose activity change, negative = inhibition, usual class: inhibitors; 410,000 compounds, 0.21% hits; also: potency is read from the fitted curve at half-maximal effect; % is scaled to controls: 0 for no effect and ±100 for the full control effect
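Coupled fluorescence readout: glutamate oxidase/HRP/Amplex Red detect glutamate formed by hKGA from L-glutamine (1 mM solution added). Buffer 45 mM KH2PO4 pH 8.2, 0.02% Tween-20; reads at t0 and 30 min RT.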
TrxR1 inh – rat TrxR1 inhibition. recombinant rTrxR1, NADPH fluorescence consumption, selenite substrate. Potency, µM (top dose mostly 114 µM), without a hit: top-dose activity change, negative = inhibition, hits mostly inhibitors. O89049. 390,000 compounds, 1% hits. AID 588453; also: potency is read from the fitted curve at half-maximal effect; % is scaled to controls: 0 for no effect and ±100 for the full control effect; nearly all actives have a fitted effect of over 65% in size
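Rat TrxR1 (90 nM in the dispensed reagent) was pre-reduced with 400 uM NADPH for 5 min at room temperature, then incubated with compound for 15 min. After 400 uM selenite was added, NADPH fluorescence (Ex 340/Em 450 nm) was followed for 8 min.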
USP1 inh – USP1/UAF1 (human) deubiquitinase inhibition | O94782 | 390,000 compounds, 0.23% hits | Potency, µM (doses to about 57.1 µM), for inactives: at the highest dose activity change, negative = inhibition, usual class: inhibitors | AID 743255 | recombinant USP1/UAF1, Ub-Rhodamine cleavage fluorescence; also: potency is read from the fitted curve at half-maximal effect; % is scaled to controls: 0 for no effect and ±100 for the full control effect; nearly all actives have a fitted effect of over 60% in size; inactives centre near -12
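High-throughput fluorogenic screen: 1nM USP1/UAF1 complex, Ub-Rho substrate 150nM final, 50mM HEPES pH 7.8 with 0.5mM EDTA, 0.1 mg/ml BSA, 1mM TCEP and 0.01% Tween-20.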
mIDH1 inhibitor – blocks human mutant IDH1 R132H enzyme; O75874; Potency, µM (series often up to 76.6 µM), inactives show at the top dose activity change, negative = inhibition, actives largely listed as inhibitors; 390,000 compounds, 0.093% hits; IDH1-R132H enzyme, NADPH consumption, diaphorase/resazurin fluorescence; also: potency is read from the fitted curve at half-maximal effect; % is scaled to controls: 0 for no effect and ±100 for the full control effect; nearly all actives have a fitted effect of over 65% in size
Target sequence (O75874 whole entry R132H, stated change not applied): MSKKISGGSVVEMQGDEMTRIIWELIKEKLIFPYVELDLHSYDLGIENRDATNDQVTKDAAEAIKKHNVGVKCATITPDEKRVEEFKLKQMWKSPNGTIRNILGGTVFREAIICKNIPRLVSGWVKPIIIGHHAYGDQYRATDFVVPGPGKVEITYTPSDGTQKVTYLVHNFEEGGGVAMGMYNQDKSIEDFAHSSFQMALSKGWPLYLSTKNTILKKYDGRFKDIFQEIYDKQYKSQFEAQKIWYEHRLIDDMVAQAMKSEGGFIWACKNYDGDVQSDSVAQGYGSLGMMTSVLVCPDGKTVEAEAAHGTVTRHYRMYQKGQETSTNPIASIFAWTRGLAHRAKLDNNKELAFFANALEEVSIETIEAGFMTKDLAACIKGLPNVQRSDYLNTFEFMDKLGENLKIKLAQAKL
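IDH1-R132H (0.5 ug/mL dispensed) in pH 7.5 Tris buffer was preincubated 30 min with compound, then given a substrate mix of 0.016 mM NADPH and 2 mM alpha-KG for 80 min at room temperature; remaining NADPH was read by diaphorase/resazurin fluorescence.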
PGK inhibitor – blocks T. brucei phosphoglycerate kinase | P07378 | PGK/GAPDH coupled, Kinase-Glo luminescence, 60 min | Potency, µM (titrated, usually from 57.5 µM), inactives show at the highest dose activity change, negative = inhibition, hits mostly inhibitors | 380,000 compounds, 0.043% hits; also: potency is read from the fitted curve at half-maximal effect; % is scaled to controls: 0 for no effect and ±100 for the full control effect; nearly all actives have a fitted effect of over 60% in size
Target sequence (P07378 whole entry, looked up): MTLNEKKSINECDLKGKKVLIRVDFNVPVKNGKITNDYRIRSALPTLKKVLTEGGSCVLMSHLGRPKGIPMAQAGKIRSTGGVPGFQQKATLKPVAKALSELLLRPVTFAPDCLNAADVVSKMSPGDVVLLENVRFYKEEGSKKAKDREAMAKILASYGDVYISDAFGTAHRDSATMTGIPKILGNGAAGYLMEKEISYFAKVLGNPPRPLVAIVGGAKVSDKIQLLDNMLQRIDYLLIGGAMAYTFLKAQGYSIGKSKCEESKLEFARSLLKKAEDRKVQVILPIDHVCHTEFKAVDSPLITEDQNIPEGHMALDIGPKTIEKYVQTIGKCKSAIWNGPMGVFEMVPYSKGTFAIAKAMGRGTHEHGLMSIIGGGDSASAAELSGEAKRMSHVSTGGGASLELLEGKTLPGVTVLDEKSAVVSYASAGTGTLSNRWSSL
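Luminescent ATP detection (Kinase-Glo Plus) follows a 60-minute room-temperature incubation, with wells lacking PGK as controls. Buffer: 100 mM TEA (pH 7.6), 5 mM MgCl2, 0.01% Tween-20. Coupling enzyme GAPDH (100 nM final) supplies unstable 1,3-BPG in-well.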
HP1b chromo inh – inhibitors of HP1-beta chromodomain binding to methylated histone tails | 390,000 compounds, 0.56% hits | AID 540317 | Potency, µM (series often up to 114 µM), for inactives: at the highest dose activity change, negative = inhibition, most hits filed as inhibitors | AlphaScreen HP1-beta / biotin-H3K9me3 peptide binding | P83916; also: potency is read from the fitted curve at half-maximal effect; nearly all actives have a fitted effect of over 70% in size; inactives centre near 23
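HP1-beta protein (50 nM final) preincubated 30 min at room temperature with biotinylated H3(1-18)K9me3 peptide (50 nM) in PBS pH 7.4, 0.01% Tween-20, then compound added for 30 min. AlphaScreen streptavidin donor/nickel chelate acceptor beads (10 ug/mL final), 30 min dark, luminescence read.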
* hit, by the source's call; i = inactive; ? = inconclusive; . = no result given; [ ] = dose if it differs, or a comment. Unless noted, calls follow the shape of the dose curve; as a rule, active = well fitted curve in the direction sought with a large enough effect; inconclusive = small, poorly fitted or top-dose-only effect, or another doubt; inactive = no such curve, though single readings can be large; an effect the other way counts as inactive or inconclusive. Not all compounds are listed (hit frequency here may not be typical).

Order of values – Pin1 inhibitor	PGK inhibitor	GLS inhibitor	TrxR1 substrate	mIDH1 inhibitor	HP1b chromo inh	TrxR1 inh	PI4K2A inh	USP1 inh
> Cc1cccc(NC(=O)CSc2n[nH]c(-c3ccncc3)n2)c1
  1%	-2%	2%	0%	3%	38%	10%	11	-1%
> CC(NC(=O)c1cccnc1Sc1ccccc1)c1ccc(S(N)(=O)=O)cc1 (stereo unspecified)
  -6%	-3%	4%	-3%	-1%	8%	-5%	3	-17%
> CC(=O)c1ccc(NC(=O)CCC(=O)OCC(F)(F)C(F)F)cc1
  2%	5%	3%	-2%	3%	41%[activator]	-13%	5	-18%
> CCn1cc(C(=O)O)c(=O)c2cnc(N3CCN(C(=S)Nc4ccc(F)cc4)CC3)nc21
  0%	8%	9%	6%[57.1 µM]	-18%	33%	5%[57.1 µM]	5	-2%
> CC(C)N1CC(C(=O)Nc2ccc(F)c(Cl)c2)CC1=O (stereo unspecified)
  -1%	-1%	-2%	0%	-1%	20%	7%	5	-6%
> COC(=O)C(C)Oc1ccc(-c2nccc(-c3ccc(F)cc3)n2)cc1 (stereo unspecified)
  8%	i	3%	0%	23%	89%[activator]	34%	4	-25%
> CCOC(=O)c1c2n(c3ccc(OC(C)=O)cc13)CCC2
  -1%	-6%	6%	4%[57.1 µM]	6%	22%	9%[57.1 µM]	-3	-4%
> COc1ccc(C(=O)Nc2ccc(N3CCN(C)CC3)cc2)cc1OC
  4%	5%	30%	-2%	-5%	24%	10%	2	-5%
> O=C(NCC1CCCO1)c1cc(-c2ccccc2)nc2ccc(Br)cc12 (stereo unspecified)
  -9%	10%	12%	-4%	1%	13%	2%	-8	-1%
> CCOc1ccc(CCNC(=O)c2cccc(-n3cnnn3)c2)cc1OCC
  -11%	-6%	6%	-5%	-1%	10%	5%	4	-18%
> C/C(Nc1ccc(C)cc1)=C(/C#N)C(N)=O
  -2%	-6%	5%	7%[57.1 µM]	6%	26%	12%[57.1 µM]	1	-15%
> O=C(CSc1nc2c([nH]c3ccccc32)c(=O)n1-c1cccc(Cl)c1)N1CCc2ccccc21
  9%	3%	2%	10%[57.1 µM]	6%	24%[57 µM]	36%[activator][57.1 µM]	-2	-19%
> O=C(CSc1cccc[n+]1[O-])c1ccccc1Br
  3%	5%	3%	4%[0.457 µM]	0%	12%	9%[57.1 µM]	-5	8%
> O=C(Nc1ccc(S(=O)(=O)N2CCOCC2)cc1)c1ccc(Cl)c([N+](=O)[O-])c1
  -2%	0%	-13%	0%	-6%	-9%	14%	8	-17%
> Cc1ccc(NC(=O)COC(=O)c2ccc(NC(=O)CC#N)cc2)cc1S(=O)(=O)N1CCOCC1
  69%[activator]	-11%	-4%	-11%	-5%	-8%	-9%	0	-15%
> CCN(C1CCCCC1)S(=O)(=O)c1ccc(C(=O)O)cc1
  0%	-7%	3%	5%[57.1 µM]	6%	29%	-4%[57.1 µM]	-6	-23%
> CCOc1cc(C(=O)OCC(=O)Nc2ncc(Cl)c(C)c2Cl)ccc1OCC(=O)N1CCOCC1
  -2%	i	-7%	-5%[0.457 µM]	1%	13%	?	5	-8%
> CC(=O)N(CN1C(=O)CCC1=O)c1ccc(Cl)c(Cl)c1
  -13%	-7%	15%	3%	3%	30%	34%	-1	-3%
> Cc1cc(C)n2nc(C(=O)Nc3cccc(S(=O)(=O)N4CCOCC4)c3)nc2n1
  0%	i	-15%	-2%	-6%	21%	12%	-10	-20%
> C[C@H](CO)N1C[C@H](C)[C@H](CN(C)Cc2cccc(O)c2)OCc2ccccc2-c2c(n(C)c3ccccc23)C1=O
  .	8%	20%	.	-7%	.	.	-3	?
> Cc1cccc(C(=O)O)c1NC(=O)c1ccc(F)cc1
  2%	-9%	-1%	-3%	9%	39%	-4%	4	-15%
> CC(C)CC(NS(=O)(=O)c1ccc2c(c1)oc(=O)n2C)C(=O)NCCc1ccc(Cl)cc1 (stereo unspecified)
  7%	-2%	-15%	6%	27%	17%	45%[activator]	4	-27%
> CC1(C)CC(=O)C=C(N2CCCC2)C1
  -3%	-6%[11.5 µM]	1%	-12%	3%	29%	-4%	-1	-17%
> Cc1ccc(-c2noc(-c3ccc(N4CCN(C)CC4)c([N+](=O)[O-])c3)n2)cc1
  12%	-9%	-4%	-2%	-4%	32%	5%	-1	-12%
> Cc1nc2cc(CO)ccc2s1
  -11%	-5%	-1%	-2%	4%	44%[activator]	6%	-3	-19%
> Cc1cc(C)cc(N(CC(=O)NCCSc2ccccn2)S(=O)(=O)c2ccccc2)c1
  -9%	-9%	5%	-17%	-4%	20%	24%[57.1 µM]	-5	-9%
> COc1ccc(CNC(=O)CCS(=O)(=O)c2ccc3c(c2)NC(=O)CS3)cc1
  -10%	-3%	-4%	0%	18%	26%	-34%	4	-23%
> Cc1c(O)ccc2c(=O)c(-c3nncn3-c3ccccc3)coc12
  2%	1%	-6%	-8%	9%	35%	-5%	1	4%
> COc1ccc(C2C(C(=O)Nc3ccccc3)=C(C)Nc3nc(-c4ccccc4)nn32)cc1OC (stereo unspecified)
  15%	-9%	2%	16%	0%	1%	31%	2	-28%
> CCCCNC(=S)NCc1ccc2[nH]c(C)cc2c1
  5%	-6%	24%	-1%[57.1 µM]	0%	-19%	2%[57.1 µM]	0	-19%

Further entries follow.
Order of values – Pin1 inhibitor	PGK inhibitor	GLS inhibitor	TrxR1 substrate	mIDH1 inhibitor	HP1b chromo inh	TrxR1 inh	PI4K2A inh	USP1 inh
> O=C(O)c1ccccc1SCC(=O)N1c2ccccc2Sc2ccccc21
  -3%	-10%	12%	3%	-6%	-5%	-3%	3	-19%
> Cc1ccc(NC(=O)c2sc(N)nc2-c2ccc([N+](=O)[O-])cc2)c(C)c1
  -5%	i	1%	1%	8%	0%	14%	2	-5%
> CCN(c1ccccc1)S(=O)(=O)c1cc(NC(=O)COC(=O)C2CC2)ccc1Cl
  5%	3%	5%	-8%	-4%	31%	-4%	2	-18%
> NC(=O)C1CCN(C(=O)C2CCN(C(=O)Nc3ccccc3)CC2)CC1
  10%	4%	1%	0%	2%	20%	4%	1	-15%
> O=C1c2ccccc2C(=O)N1CC1=CCS(=O)(=O)C1
  5%	-4%	-4%	3%[57.1 µM]	-1%	50%[activator]	7%[57.1 µM]	2	-3%
> CC(C)(C)NC(=O)CCSc1nc(-c2ccc3c(c2)OCO3)cc(C(F)(F)F)n1
  -3%	10%	3%	33%	2%	51%[activator]	15%	-4	?
> COc1ccc(/C=C2\SC(=S)N(NS(=O)(=O)c3ccccc3)C2=O)c(OC)c1
  16%	-10%	25%	-7%	-11%	6%	0%	-13	-24%
> c1ccc2c(c1)nnn2CNc1nccs1
  -6%	i	22%	-4%	5%	22%	-18%	-4	-6%
> [N-]=[N+]=CC(=O)C(Cc1ccccc1)N1C(=O)c2ccccc2C1=O (stereo unspecified)
  2%	-3%	-4%	-7%	-4%	20%	-6%[57.1 µM]	7	-1%
> CC(C)Cn1c(N)c(C(=O)NCc2cccs2)c2nc3ccccc3nc21
  7%	2%	-2%	80%[activator]	-5%	100%[activator]	14%	2	?
> CCCC(=O)Nc1nc(C(=O)OCC)cs1
  -11%	-8%	-4%	7%	7%	11%	13%	0	-2%
> CCOC(=O)CCC(=O)N1CCOCCOCCN(C(=O)CCC(=O)OCC)CCOCCOCC1
  -9%	-5%	-17%	7%	-1%	54%[activator]	16%	-2	-14%
> Cn1c(=N)n(CC(=O)c2ccccc2)c2ccccc21
  -3%	i	-2%	7%	-1%	13%	30%	-12	-12%
> COc1ccc(N2CCN(C(=O)CSc3ncnc4scc(-c5ccc(C)cc5)c34)CC2)cc1
  ?	-2%	9%	-8%	8%	?	0%	-2	-28%
> CN1CCC(=NNC(=O)CN(c2ccc(Oc3ccccc3)cc2)S(C)(=O)=O)CC1
  0%	16%	-5%	-11%	2%	22%	-4%	6	-15%
> Cc1cccc(-n2c3nc(=O)[nH]c(=O)c-3cc3ccc(Cl)cc32)c1C
  -1%	4%	7%	188%[activator]	-7%	20%	5%	-5	-7%
> COc1ccc(N=c2oc3ccc(OC)cc3cc2-c2nc3ccccc3[nH]2)cc1
  2%	-6%	-26%	-11%	-3%	35%	0%	-7	-10%
> CCc1ccc(N2CC(C(=O)OCC(=O)c3c(N)n(CC(C)C)c(=O)n(C)c3=O)CC2=O)cc1 (stereo unspecified)
  -6%	i	-1%	3%	6%	10%	5%	1	-20%
> CC(C)CN(CC(C)C)C(=O)Nc1ccccc1F
  2%	-6%	1%	2%	12%	31%	20%	-6	-9%
> Cc1nc(NC(=O)c2ccc(Br)o2)ccc1Br
  2%	-4%	-19%	-6%	0%	19%	18%	-9	-8%
> O=C(COC(=O)c1cc(-c2cccc3ccccc23)nc2ccccc12)NC1CCS(=O)(=O)C1 (stereo unspecified)
  ?	i	-6%	-5%	3%	23%	?	-3	-25%

Bioassay records from PubChem BioAssay.
